Wnt act – Wnt/beta-catenin pathway activation | activation, % at 9.35 µM | 300,000 tested, 1.2% active | Wnt/beta-catenin reporter cell assay, activator, plate reader; in the data active means activation above about 30%, passing the limit was not always enough;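 further: 0% = neutral control wells and 100% = positive control wells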
The depositor's hits bear a star. This is a subset, so the mix of outcomes need not match the whole.

Start of the listing, in advance:
item | smiles | Wnt act
1 | CN(Cc1ccc(F)cc1)S(=O)(=O)c1ccc2[nH]c(=O)[nH]c2c1 | -1
2 | CC(=O)C1CN(S(=O)(=O)c2ccc(C)cc2)C(c2ccccc2)CC1C (centres undefined) | -1
3 | COC(=O)N(C)C[C@@H]1OCc2cnnn2CCCC(=O)N([C@H](C)CO)C[C@H]1C | -2
4 | CN(CC(=O)Nc1ccc(F)c(F)c1F)C(=O)C1CCCN1C(=O)c1cccs1 (centres undefined) | 0
5 | CCCCNC(=O)c1nc(-c2cnc(C)cn2)oc1-c1ccc(Cl)cc1 | -2
6 | COCCN(CCOC)Cc1cc(=O)oc2cc(C)c(Cl)cc12 | -2
7 | CCN(CC)S(=O)(=O)c1ccc(N2CCCC2)c(NC(=O)CSCc2c(C)noc2C)c1 | -2

The listing (from the top)
item | smiles | Wnt act
1 | CN(Cc1ccc(F)cc1)S(=O)(=O)c1ccc2[nH]c(=O)[nH]c2c1 | -1
2 | CC(=O)C1CN(S(=O)(=O)c2ccc(C)cc2)C(c2ccccc2)CC1C (centres undefined) | -1
3 | COC(=O)N(C)C[C@@H]1OCc2cnnn2CCCC(=O)N([C@H](C)CO)C[C@H]1C | -2
4 | CN(CC(=O)Nc1ccc(F)c(F)c1F)C(=O)C1CCCN1C(=O)c1cccs1 (centres undefined) | 0
5 | CCCCNC(=O)c1nc(-c2cnc(C)cn2)oc1-c1ccc(Cl)cc1 | -2
6 | COCCN(CCOC)Cc1cc(=O)oc2cc(C)c(Cl)cc12 | -2
7 | CCN(CC)S(=O)(=O)c1ccc(N2CCCC2)c(NC(=O)CSCc2c(C)noc2C)c1 | -2
8 | CC1(C(=O)Nc2cccc(OC(F)(F)F)c2)Cc2c(-c3ccc(C(N)=O)cc3)ccnc2O1 (centres undefined) | -1
9 | CCOC(=O)C1=CC[C@@H](c2ccccc2)C(C#N)(C#N)[C@H]1/C=C/c1ccccc1 | -1
10 | O=C1Nc2c(Cl)cccc2C1=O | 2
11 | O=C(Nc1cccc(-n2cnnn2)c1)C1CCCN(C(=O)Cc2cccc(Cl)c2)C1 (centres undefined) | 3
12 | CC[C@H]1O[C@H](C)CC2=C1C(=O)OC(C)(C)O2 | -6
13 | COc1ccc(C(C)(C)C)cc1NC(=O)OC[C@@H]1CSCCS(=O)(=O)N1 | -2
14 | COc1ccc(NC(=O)C2Cc3c(-c4cccc(C(C)=O)c4)ccnc3O2)cn1 (centres undefined) | -3
15 | Cc1ccc(S(=O)(=O)N(C)C[C@@H]2Oc3ncc(C#CCC(C)C)cc3C(=O)N([C@H](C)CO)C[C@H]2C)cc1 | -5
16 | CCCCCCC(=O)Oc1cccc(C2=CC(=O)CC(C)(C)C2=O)c1 | -1
17 | CC12CCC(C(=O)N(CCCCN3CCN(Cc4ccccc4)CC3)C1=O)C2(C)C (centres undefined) | 1
18 | Cc1cc(NC(=O)c2cnccn2)no1 | 1
19 | CCOC(=O)CC(=O)Nc1cc2ccc(OC)c(OC)c2cc1C(=O)OCC | 1
20 | O=C(Nc1ccc2c(c1)OCCO2)C(c1ccccc1F)n1c(=O)c(-c2cc3ccccc3[nH]2)nc2ccccc21 (centres undefined) | -2

Single entries from the results shown.
compound 13 in Wnt act = -2
compound 20 in Wnt act = -2
compound 14 in Wnt act = -3

(next part)
item | smiles | Wnt act
21 | CC1CCN(C(=O)c2[nH]cnc2C(=O)N(C)CCO)CC1 | -1
22 | COC(=O)[C@]12C[C@H](CC(=O)NCc3ccc(C)o3)C(=O)N(CCC3=CCCCC3)C1=C[C@H](C(C)(C)C)O[C@@H]2C | -4
23 | Cc1ccc(C)c(N2CCN(CCCNC(=O)CCC(=O)N3CCOc4ccc(Cl)cc43)CC2)c1 | -1
24 | Cc1cccc(C(O)c2ncc(-c3cccc(C(F)(F)F)c3)[nH]2)c1C (centres undefined) | -4
25 | COc1ccc(Cl)cc1C(=O)OCC(=O)c1c(N)n(C)c(=O)n(C)c1=O | -6
26 | C/C=C1\NC(=O)[C@H](C)NC(=O)[C@@H](NC(=O)[C@H](Cc2ccc(O)cc2)NC(=O)[C@@H](NC(=O)/C(C)=C/C)C(C)C)[C@@H](C)OC(=O)[C@H](CC(C)C)NC(=O)[C@@H](CCC(=O)O)NC1=O | 0
27 | NC(c1ccccc1)c1csc(Nc2ccc(C(=O)NCCCO)cn2)n1 (centres undefined) | 1
28 | COc1cccc(-c2nc(-c3ccccc3)c3ccc(Cl)cc3n2)c1 | -3
29 | CCN(c1ccccc1)S(=O)(=O)c1ccc(Cl)c(NC(=O)CSc2nc(N)cc(=O)[nH]2)c1 | -2
30 | Cc1ccc(Nc2ccc(C(=O)O)cc2N)cc1 | 19
31 | CC1(C(=O)NS(=O)(=O)c2cccc(Cl)c2)CCN1C(=O)CC1CCCC1 (centres undefined) | -3
32 | COC(=O)C1=C(C)N(Cc2cccc(C(F)(F)F)c2)C(=NCC2CC2)NC1c1ccccc1 (centres undefined) | -15
33 | COc1ccc(CNC(=O)C[C@@H]2C[C@H]3c4cc(NC(=O)NC5CCCC5)ccc4O[C@H]3[C@H](CO)O2)cc1 | 2
34 | C[C@@H]1CN([C@H](C)CO)C(=O)c2cc(C#Cc3ccccc3F)cnc2O[C@@H]1CN(C)S(=O)(=O)c1ccccc1F | -2
35 | CN(C)c1cccc(CNC(=O)c2csc([C@@H]3C[C@H](O)[C@@H](CO)O3)n2)c1 | -2
36 | CN(C)CC(=O)Nc1ccc2c(c1)[C@H]1C[C@H](CC(=O)NCc3ccc4c(c3)OCO4)O[C@H](CO)[C@H]1O2 | -1
37 | C(=NNc1nnn(Cc2ccccc2)n1)c1ccccc1 | -8
38 | O=C(COC(=O)c1ccccc1)NCCCCc1ccccc1 | -2
39 | O=C(NNC(=O)c1csc(-c2cccs2)n1)c1ccc(Cl)cc1 | -1
40 | Cc1cc(F)ccc1-c1cc(C(=O)NCc2cc(C(F)(F)F)cc(C(F)(F)F)c2)[nH]n1 | 0
41 | CCCCNC(=O)C1(C)CCCCN1CC(=O)c1ccc(OC)cc1 (centres undefined) | -2
42 | COc1cccc(-c2cnc3c(NC=O)cc(-c4ccc(N(C)C)cc4)cn23)c1 | -1
43 | COc1ccc(Br)c(Cn2c(C)c(C(=O)NCc3ccc4c(c3)OCCO4)sc2=O)c1 | -6
44 | COc1ccc(C(=O)N2CCC(C)(C(=O)NS(=O)(=O)C3CC3)C2)c(OC)c1 (centres undefined) | 0
45 | COc1ccc(NC(=O)Nc2ccc3c(c2)C(=O)N([C@H](C)CO)C[C@H](C)[C@H](CN(C)Cc2ccc(C(=O)O)cc2)OCCCC[C@@H](C)O3)cc1 | -1
46 | Oc1c(C=NCc2ccncc2)sc2ccccc12 | 10
47 | C[C@]1(CC/C(=C/CO)CO)[C@H](C=O)CC[C@@]23COC(=O)C2=CCC[C@@H]31 | -2
48 | CCC(c1nc2ccccc2[nH]1)n1c(-c2cccnc2)nc2ccccc21 (centres undefined) | -1
49 | S=c1[nH]nc(-c2ccncc2)n1/N=C/c1cn(-c2ccccc2)nc1-c1ccc(Cl)cc1 | 48*
50 | O=C1CC=Nc2ccc([N+](=O)[O-])cc21 | -2
51 | C[C@@H]1CN([C@H](C)CO)C(=O)CCCn2nncc2CO[C@H]1CN(C)Cc1ccc2cccnc2c1 | -4
52 | CCCc1c(Cc2cccc(F)c2)ncn1CCc1ccccc1OC | 0
53 | CC(=O)Nc1cc(-c2ccc(N3CCN(C)CC3)cc2)cn2c(-c3ccc(F)cc3)cnc12 | -3
54 | C[C@H](O)[C@@H]1C(=O)N2CCc3c([nH]c4cccc(-c5ccccc5)c34)[C@@H]2C[C@@H]1N(C)C(=O)NC1CCCCC1 | -10
55 | COC(=O)[C@]12C[C@H](CC(=O)NCC34CC5CC(CC(C5)C3)C4)C(=O)N(CCC3=CCCCC3)C1=C[C@H](C(C)(C)C)O[C@@H]2C | -13
56 | Cc1ccc(S(=O)(=O)Nc2ccc3c(c2)C(=O)N([C@@H](C)CO)C[C@@H](C)[C@@H](CN(C)C(=O)NC(C)C)OCCCC[C@H](C)O3)cc1 | -3
57 | COc1ccc(Cl)cc1Cn1c(C)c(C(=O)NCc2cccc(C(F)(F)F)c2)sc1=O | -8
58 | CCCCCCN1C[C@H](O)[C@@H](n2cc(-c3ccc(F)cc3)nn2)C[C@@H]1c1ccccc1 | -4
59 | CCCS(=O)(=O)NC(=O)C1(C)CCCN(C(=O)c2ccc(C#N)cc2)C1 (centres undefined) | -6
60 | CSc1nc2nc3c(cc2c(=O)n1-c1cccc(C)c1)COC(C)(C)C3 | 2
61 | CCc1cc2c(nc1CC)CCCN2S(=O)(=O)c1ccccc1 | 0
62 | CC(c1ccccc1)n1ccnc1CO (centres undefined) | 2
63 | C[C@H]1CN([C@@H](C)CO)S(=O)(=O)c2ccc(Br)cc2O[C@H]1CN(C)C(=O)c1ccccc1F | -3
64 | Cc1c(C(=O)N(C)Cc2ccc(F)cc2)sc(=O)n1Cc1ccccc1C#N | -5
65 | CCCNC(=O)C1(C)CCN(Cc2cc(C)n(C)n2)C1 (centres undefined) | 10
66 | COC(=O)C1=C(C)N(Cc2ccc(C(F)(F)F)cc2)C(=NCc2ccc3c(c2)OCO3)NC1c1ccccc1C(F)(F)F (centres undefined) | -10
67 | COc1cc(/C=N/N2CCN(Cc3ccccc3)CC2)cc(OC)c1OC | -1
68 | CC(=O)Nc1cccc(-c2cc3c(c4c2ccn4C)C2CCC3O2)c1 (centres undefined) | -1
69 | CCOC(=O)N1CCN(S(=O)(=O)N2CCCC(C(=O)NCc3ccccc3OCC)C2)CC1 (centres undefined) | -12
70 | CC(C)CC1C(=O)N(Cc2cn(Cc3ccco3)nn2)CCS(=O)(=O)N1Cc1ccc(-c2ccc(Cl)cc2)cc1 (centres undefined) | -8

Gathered by group: the compounds so far containing an aryl thioether with sulfur outside any ring
item | smiles | Wnt act
29 | CCN(c1ccccc1)S(=O)(=O)c1ccc(Cl)c(NC(=O)CSc2nc(N)cc(=O)[nH]2)c1 | -2
60 | CSc1nc2nc3c(cc2c(=O)n1-c1cccc(C)c1)COC(C)(C)C3 | 2

(next part)
item | smiles | Wnt act
71 | CC(=O)N1C[C@H]2CON(C)[C@H]2C[C@H]1c1ccc(-c2cccnc2)cc1 | -3
72 | CN1CCN(c2ccc(CNC(=O)c3ccc(-c4ccnn4C)c4ccoc34)cc2)CC1 | -1
73 | CCc1nc2c(OCCOc3ccc(F)cc3)cccn2c1N(C)C(=O)c1ccc(OC)cc1 | -2
74 | COC(=O)[C@H](CC(C)C)NC(=O)/C=C/[C@H]1O[C@@H](n2ccc(=O)[nH]c2=O)[C@H](O)[C@@H]1O | -1
75 | CC1=C(C(=O)N2CCOCC2)CC(CC(=O)NC2CC2)C(=O)N1Cc1ccc(F)cc1 (centres undefined) | -1
76 | CCC(C)(O)c1cnc(CC(C)C)c(=O)n1O (centres undefined) | -1
77 | CC1(C)CCCC2(C)C(OCCO)=CC(=O)C=C12 (centres undefined) | -6
78 | O=C(Nc1ccc(F)cc1)c1ccc(S(=O)(=O)N2CCOCC2)o1 | 4
79 | COc1ccc(C(C)(O)c2nc(-c3ccc(N(C)C)cc3)cs2)cc1 (centres undefined) | 0
80 | CCn1c(SCC(=O)N(C)c2c(N)n(Cc3ccccc3)c(=O)[nH]c2=O)nnc1-c1cccs1 | -3
81 | Cc1ccc(C)c(NC(=O)CSc2nnc(-c3ccncc3)o2)c1 | 2
82 | CC(C)CNc1ncnc2c1ncn2[C@H]1CN(CCN2CCOCC2)C[C@@H](CO)O1 | -2
83 | COC(=O)c1c(N)[nH]c(C(=O)c2ccccc2)c1-c1ccccc1Br | 3
84 | OC(CSc1nnnn1-c1ccccc1)Cn1c2ccccc2c2ccccc21 (centres undefined) | -3
85 | CN(C)CCNC(=O)C1Cc2c(-c3ccccc3Oc3ccccc3)ccnc2O1 (centres undefined) | -2
86 | O=[N+]([O-])c1ccc(NN=C2CC3CCC2C3)c([N+](=O)[O-])c1 (centres undefined) | 0
87 | CC1(C)OC(=O)C2=C(C[C@@H](CCc3ccccc3)O[C@@H]2c2ccc(Cl)cc2)O1 | -2
88 | C(=NOCc1ccccc1)c1ccccn1 | 16
89 | C[C@@H](O)C#Cc1ccc2c(c1)O[C@H](CN(C)C(=O)Nc1ccccc1)[C@@H](C)CN([C@@H](C)CO)S2(=O)=O | -1
90 | Brc1ccc2nc(C3CCCCC3)c(CC3CCCCC3)n2c1 | -3
91 | CCCCN(C=O)c1c(CC)nc2ccc(C(=O)N(C)Cc3ccco3)cn12 | -3
92 | O=C(Oc1ccccc1)c1cccc2cccc(C(=O)Oc3ccccc3)c12 | -5
